Source: PubChem (several laboratories)
CAL PDZ FP-1: human CAL PDZ-peptide interaction inhibition. Q9HD26. purified CAL PDZ, TMR-peptide fluorescence polarization, 1 h. inhibition, % at 20 µM. 0.02% of 330,000 active. AID 504414;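 active = highest replicate inhibition of at least 40%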;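 note: plate controls were DMSO neutral control wells for no effect and unlabeled competitor peptide control wells for full effect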
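Material: tagged CAL PDZ domain; buffer or medium: 25 mM sodium phosphate pH 7.4, 150 mM NaCl, TCEP, IgG, Thesit; compound dosing: single point, 20 µM; schedule: 1 h incubation at room temperature before polarization reading; measured by: FP readout, S and P plane fluorescence; read-out basis: percent inhibition from loss of millipolarization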
Pemphigus Ab inh: human desmoglein-3 autoantibody binding inhibition. binding (percent of control), % at 10 µM. 0.48% of 310,000 active. P32926. DSG3-coupled beads, scFv-anti-DSG3-GFP binding, flow cytometry; active compounds read low;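 active = binding more than 3 SD below its plate's average and above zero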;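 note: hits lower antibody fragment binding to DSG3; some compounds called inactive have numbers as strong as hits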
DAGLB inhibitor: diacylglycerol lipase beta (human) inhibition; HEK293T DAGLB membrane lysate, EnzChek fluorogenic substrate; inhibition, % at 5.17 µM; 0.059% of 340,000 active; in the data active = inhibition above about 34%;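 note: 0% = enzyme with vehicle and 100% = wells lacking enzyme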
Target sequence (Q8NCG7 whole entry, looked up): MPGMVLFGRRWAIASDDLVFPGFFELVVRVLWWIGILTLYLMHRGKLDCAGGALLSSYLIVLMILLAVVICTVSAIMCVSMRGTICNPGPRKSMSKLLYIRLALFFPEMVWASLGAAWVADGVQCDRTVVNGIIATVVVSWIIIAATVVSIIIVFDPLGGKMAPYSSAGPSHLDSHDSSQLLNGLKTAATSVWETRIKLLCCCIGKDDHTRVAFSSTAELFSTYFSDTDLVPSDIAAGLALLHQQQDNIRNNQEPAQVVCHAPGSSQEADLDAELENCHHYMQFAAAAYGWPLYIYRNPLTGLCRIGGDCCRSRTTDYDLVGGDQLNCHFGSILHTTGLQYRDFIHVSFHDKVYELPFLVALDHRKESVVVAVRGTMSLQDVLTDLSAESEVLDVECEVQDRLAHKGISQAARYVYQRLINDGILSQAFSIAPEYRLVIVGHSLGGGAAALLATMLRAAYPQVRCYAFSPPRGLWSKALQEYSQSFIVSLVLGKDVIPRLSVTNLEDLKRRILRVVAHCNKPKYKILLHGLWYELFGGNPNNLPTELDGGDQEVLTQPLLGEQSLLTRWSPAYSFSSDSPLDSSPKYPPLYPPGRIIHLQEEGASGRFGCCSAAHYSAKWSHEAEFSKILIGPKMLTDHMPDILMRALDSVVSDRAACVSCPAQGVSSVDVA
C-LANA FP: blocks KSHV LANA C-terminal domain binding to DNA. AID 504423. MBP-C-LANA/FAM-LBS DNA binding, fluorescence polarization. 0.078% of 340,000 active. inhibition, % at 9 µM;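 active = highest replicate inhibition at or above 60% at 9 µM, even if other replicates fall short; inactive = all replicates below 60% inhibition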;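 note: 0% = neutral control wells and 100% = 4 µM acridine orange control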
RTF Ca sens inh: cardiac RTF calcium desensitization; P19429+P45379; IANBD-labeled cardiac RTF, Ca2+ fluorescence; inhibition, % at 7.15 µM; 0.12% of 340,000 active; AID 493244;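 active = inhibition above the mean inhibition of all tested compounds plus 3 SD, cut at about 17% in these data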;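 note: assay run at fixed EC70 calcium of 1.6 mM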
CAL PDZ FP-2: blocks peptide binding to the human CAL PDZ domain | 0.92% of 300,000 active | inhibition, % at 24.9 µM | Q9HD26 | AID 602252 | purified CAL PDZ, TMR-peptide fluorescence polarization, 1 h;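 active = mean inhibition of at least 30% with at least half of replicates also reaching 30%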;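 note: 0% = DMSO neutral control and 100% = excess unlabeled competitor peptide PRC23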
NSD2 inh: NSD2 (human) methyltransferase inhibition | inhibition, % at 12.5 µM | O96028 | 0.54% of 310,000 active | AID 743445 | NSD2 peptide methylation, AlphaScreen, 120 min; in the data active = inhibition above about 50%
V-ATPase pH: yeast V-ATPase proton transport regulation by pHLuorin | S. cerevisiae, pHLuorin cytosolic pH fluorescence | response, % at 10 µM | 0.37% of 350,000 active | AID 504577; in the data active = response mostly above about 7.3%, no sharp cut-off; inactive = mostly below about 5.4%; note: actives read high; inactives centre near 0; some compounds called inactive have numbers as strong as hits; reference of the scale not given here
Arr AP2 block: human beta-arrestin and AP2 interaction inhibition; FITC-arrestin peptide / GST-AP2 beads, flow cytometry; AP2 beta2 appendage carries R879A mutation; inhibition, % at 10 µM; 0.31% of 340,000 active;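 active = inhibition above a set limit, near 3 SD of compounds lacking own fluorescence, cut at about 54% in these data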;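 note: plate controls were DMSO wells for no effect and 5 µM unlabelled arrestin peptide for full effect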
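Assay system: GST-AP2 R879A bound to glutathione beads, E. coli-expressed; Medium: PBS with 0.05% Tween 20 and 0.1% BSA; Also added: fluorescein-tagged arrestin peptide at 50 nM final; Timing: 12 min plus 1 h, RT; Measured by: flow cytometry, FL1 (488/535 nm); Evaluation: percent drop in bead-associated FITC signal.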
Keap1-Nrf2 PPI: disrupts human Keap1 binding to Nrf2 peptide; Q14145; Keap1 Kelch-Nrf2 peptide fluorescence polarization, 1536-well; inhibition, % at 9.4 µM; 0.15% of 340,000 active; in the data active = inhibition above about 12%;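 note: human Keap1 Kelch domain with fluorescein labeled Nrf2 9mer peptide probe; 0% = neutral control wells and 100% = peptide positive control; higher means more block of Keap1 binding to Nrf2 peptide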
* hit, by the source's call; nt = no result given.

SMILES	CAL PDZ FP-1	Pemphigus Ab inh	DAGLB inhibitor	C-LANA FP	RTF Ca sens inh	CAL PDZ FP-2	NSD2 inh	V-ATPase pH	Arr AP2 block	Keap1-Nrf2 PPI
Cc1ccccc1C(=O)Nc1c(C(=O)N2CCCC2)cnn1-c1ccccc1	-2.0	93	-1	-2.2	-1	-4	2	1	2	-3
O=C(c1ccc(NS(=O)(=O)c2ccccc2)cc1)N1CCCC1	-0.6	97	1	-1.5	-1	-4	-1	12	1	-1
Cc1c(/C=N/Nc2ccc(F)cc2)c(O)n(C)c(=O)c1C#N	-2.7	112	0	3.3	-2	-5	6	3	1	0
O=C(COC(=O)CC1CCCC1)Nc1ccc(Cl)cc1	-2.9	98	-6	0.0	-7	8	-4	0	-5	3
Cc1ccc2[nH]c3c(=O)n(CC(=O)NCCCN(C)Cc4ccccc4)ncc3c2c1	-3.3	nt	1	-0.3	-6	-4	3	-2	-9	-3
COCCNC(=O)CN(C(=O)CCC(=O)Nc1ccccn1)c1ccc(C)c(C)c1	0.4	115	0	-1.9	-6	4	-4	2	-8	-4
Cc1ccc(S(=O)(=O)N(C)C)cc1NC(=S)NC(C)CCCC(C)C (stereo not given)	0.5	105	5	0.4	2	-2	0	0	0	2
Cc1ccc(-c2nnc(SCC(=O)Nc3nccs3)n2N)cc1	-1.2	99	-2	-0.5	1	-5	3	-2	20	2
Cc1ccc(S(=O)(=O)N2CCCCC2)cc1NC(=O)COc1ccccc1	0.6	117	-1	4.2	2	-2	-1	-5	7	-2
CN(C(=O)COC(=O)c1ccccc1NCc1ccco1)c1c(N)n(Cc2ccccc2)c(=O)[nH]c1=O	-2.0	105	3	0.3	-12	nt	-1	-2	29	-6
CN1C(=O)c2cccc3c(S(=O)(=O)Nc4ccc(O)c(C(=O)O)c4)ccc1c23	-1.0	105	3	-0.2	-4	-5	2	3	30	9
CC(CC(c1ccccc1)N1CCc2ccccc2C1)=NO (stereo not given)	nt	99	-6	nt	nt	nt	2	0	nt	nt
Cc1cc(C)c2[nH]c3nc(SCC(=O)O)nnc3c2c1	-26	105	-1	-1.5	-6	-2	8	2	14	-3
Nn1c(COc2cccc(Br)c2)nnc1SCC(=O)NCC1CCCO1 (stereo not given)	-1.2	84	-1	-0.6	13	nt	2	-3	24	-3
O=C(Nc1ccc(N2CCCCCC2)cc1)c1cccc(S(=O)(=O)N2CCOCC2)c1	-0.3	93	4	-0.2	-10	36*	0	6	-7	-5

Fetched by structure from the entries so far (7):
SMILES	CAL PDZ FP-1	Pemphigus Ab inh	DAGLB inhibitor	C-LANA FP	RTF Ca sens inh	CAL PDZ FP-2	NSD2 inh	V-ATPase pH	Arr AP2 block	Keap1-Nrf2 PPI
Cc1ccc(-c2nnc(SCC(=O)Nc3nccs3)n2N)cc1	-1.2	99	-2	-0.5	1	-5	3	-2	20	2
Cc1c(/C=N/Nc2ccc(F)cc2)c(O)n(C)c(=O)c1C#N	-2.7	112	0	3.3	-2	-5	6	3	1	0
CN(C(=O)COC(=O)c1ccccc1NCc1ccco1)c1c(N)n(Cc2ccccc2)c(=O)[nH]c1=O	-2.0	105	3	0.3	-12	nt	-1	-2	29	-6
Cc1ccc(S(=O)(=O)N2CCCCC2)cc1NC(=O)COc1ccccc1	0.6	117	-1	4.2	2	-2	-1	-5	7	-2
COCCNC(=O)CN(C(=O)CCC(=O)Nc1ccccn1)c1ccc(C)c(C)c1	0.4	115	0	-1.9	-6	4	-4	2	-8	-4
O=C(Nc1ccc(N2CCCCCC2)cc1)c1cccc(S(=O)(=O)N2CCOCC2)c1	-0.3	93	4	-0.2	-10	36*	0	6	-7	-5
Cc1cc(C)c2[nH]c3nc(SCC(=O)O)nnc3c2c1	-26	105	-1	-1.5	-6	-2	8	2	14	-3

Back to the main list, starting 2 compounds before the break.
SMILES	CAL PDZ FP-1	Pemphigus Ab inh	DAGLB inhibitor	C-LANA FP	RTF Ca sens inh	CAL PDZ FP-2	NSD2 inh	V-ATPase pH	Arr AP2 block	Keap1-Nrf2 PPI
Nn1c(COc2cccc(Br)c2)nnc1SCC(=O)NCC1CCCO1 (stereo not given)	-1.2	84	-1	-0.6	13	nt	2	-3	24	-3
O=C(Nc1ccc(N2CCCCCC2)cc1)c1cccc(S(=O)(=O)N2CCOCC2)c1	-0.3	93	4	-0.2	-10	36*	0	6	-7	-5
O=C(N/N=C/c1ccc(-c2ccc(Br)cc2)o1)c1ccc2c(c1)OCO2	0.1	nt	0	-0.4	4	4	-1	-1	16	-3
CCCCCCn1c(COc2ccccc2F)nnc1SCC(=O)NC1CCS(=O)(=O)C1 (stereo not given)	-1.6	99	4	-1.0	-2	nt	-1	-1	-3	-1
O=C(Nc1cccc(-c2nnc(-c3ccco3)o2)c1)c1ccccc1	-5.1	nt	nt	-0.8	nt	3	-6	-1	1	-2
CC(=O)N1CCc2cc(S(=O)(=O)CCC(=O)N3CCc4ccccc4C3)ccc21	nt	103	-1	-0.1	4	-6	0	3	19	-2
O=C(CSc1nnc(-c2ccncc2)n1CCc1ccccc1)NCc1ccccc1	-3.1	nt	1	-2.1	5	-2	-8	4	11	0
O=C(NN=Cc1ccc([N+](=O)[O-])cc1)C1CC1	0.2	122	2	0.7	-12	-2	-1	1	6	-4
CC(C(=O)N1c2ccccc2Sc2ccccc21)n1nnc(-c2cccs2)n1 (stereo not given)	-1.3	99	-11	-1.4	-7	-1	3	1	-3	-1
C/C(=N\NC(=O)CNc1ccccc1)c1ccccc1	-0.8	104	0	-0.1	-3	-3	-2	1	22	2
O=C1NC(=O)/C(=C\c2ccccc2Oc2ccc(F)c(F)c2)S1	-1.6	104	15	0.6	3	-2	1	7	28	-2
CC(NCc1ccccc1OC1CCCC1)c1ccccc1 (stereo not given)	-2.7	102	2	-0.9	3	-6	-24	-1	45	-1
Cc1ccc(NC(=O)CN(C)C(=O)C(Sc2ccccc2)c2ccccc2)cc1 (stereo not given)	-0.9	100	-6	-0.5	-4	nt	-3	1	0	0
CS(=O)(=O)C1=NN2C(=N)/C(=C\c3ccc(OCCOc4ccccc4)cc3)C(=O)N=C2S1	-1.5	93	0	1.9	-13	2	2	-1	6	-4
O=S(=O)(NC1CCCC1)c1cccc(-c2nnc(-c3ccccc3)o2)c1	-1.4	96	-5	0.2	-1	nt	0	-5	7	-2
COc1ccc(CNC(=O)CSc2nnc3c(n2)[nH]c2ccccc23)cc1	-3.0	nt	-5	0.8	9	-3	1	-2	16	7
O=C(CN1CCN(C/C=C/c2ccccc2)CC1)Nc1cc([N+](=O)[O-])ccc1Cl	0.3	102	-7	2.0	-1	-4	2	0	-9	-2
CC(=O)c1ccc(NC(=O)CCc2c(C)nc3ncnn3c2C)cc1	-0.6	96	-1	-0.6	-2	-2	2	7	-3	4
CCCCC(=O)Nc1nn(CC(C)C)c2nc3ccccc3cc12	0.7	67	-4	0.6	-5	30*	-9	-2	12	-9
Clc1nc2sccn2c1/C=N/n1cnc2ccccc21	-3.8	101	0	0.1	-7	-3	-2	-2	-5	-1
CC(Cc1cccs1)NC(=O)Nc1ccc(F)cc1 (stereo not given)	-0.6	107	-2	-0.2	4	1	nt	1	-10	1
O=C(CN1C(=O)NC2(CCCCC2)C1=O)N1CCc2ccccc2C1	-0.9	nt	-1	1.2	-10	nt	-3	-2	-12	2
COc1ccc(C2CC(c3ccccc3)=NN2C(=O)COC(=O)c2cccc(O)c2)cc1 (stereo not given)	-0.3	96	-2	1.0	-3	1	-2	0	-15	3
COc1ccc(CNC(=O)C(C)OC(=O)c2cccn2C)cc1 (stereo not given)	-1.0	nt	0	1.0	4	-4	0	-2	8	1
CC(C)(C)CC(=O)Nc1nnc(C(F)(F)F)s1	-1.9	77	4	3.2	-4	7	-2	6	30	2
Cc1ccc(N(CCCCN2C(=O)c3ccccc3C2=O)C(=O)c2ccc(Cl)s2)cc1	-1.0	99	-3	1.5	7	-8	-5	-5	12	-5
CC(NC(=O)c1ccccc1C(=O)O)c1ccc(-n2ccnc2)cc1 (stereo not given)	1.3	102	0	-0.3	-6	1	-9	2	-2	-3
CCCCn1c(N)c(N(CCOC)C(=O)CSc2ccc([N+](=O)[O-])cc2)c(=O)[nH]c1=O	-0.3	98	-1	1.9	-7	2	-2	0	-5	-5
C[n+]1c2n(c3ccccc31)N=C(c1ccc(Cl)cc1)CS2	17	nt	-2	-1.5	-3	0	2	-3	12	0
COc1ccc(F)cc1S(=O)(=O)N1CCc2ccccc2C1	nt	99	-3	nt	nt	nt	-3	2	nt	nt
O=C(O)C1CC=CCC1C(=O)NCc1ccc(Cl)c(Cl)c1 (stereo not given)	-0.8	113	-4	1.4	-4	nt	-4	0	30	-1
O=C1CCCC(O)=C1C1C2=C(CCCC2=O)OC2=C1C(=O)CCC2	-1.2	103	0	1.8	-6	6	2	3	6	0
CCn1c2ccccc2c2nnc(SCc3ccccc3)nc21	-5.0	95	-13	1.5	-2	nt	nt	-2	7	-4
O=C(Cn1cnc2c(oc3ccccc32)c1=O)N1CCCC1	-0.8	106	0	-0.7	-2	11	-7	-3	4	0
COc1ccccc1NC(=O)Nc1cnccn1	-3.5	90	0	0.5	-2	-3	-3	0	17	1
COc1ccc(-n2c(C)nc3cc(C(=O)NCCN4CCOCC4)ccc32)cc1	-2.1	119	1	0.6	-5	-1	7	0	1	2
Cc1ccc(N2CC(=O)Nc3c(sc4nc(C)cc(C)c34)C2=O)cc1	0.0	108	-3	2.1	-2	nt	-8	-1	-19	-5
Cc1ccccc1Nc1nc(N)nc(COC(=O)c2cccn2C)n1	-0.4	111	2	1.9	-27	1	0	-6	-3	-4
CC(C)CCn1c(O)c(N=Nc2ccccn2)c2ccccc21	-2.8	127	-10	-0.9	1	-1	-4	1	-3	0
CN(C)/N=C/c1ccc(Sc2ccccc2[N+](=O)[O-])o1	0.4	110	-1	0.4	0	4	-6	2	18	-2
Cc1ccc(NC(=O)Nc2nc3ccc(S(C)(=O)=O)cc3s2)cc1	0.0	97	0	-1.9	10	12	7	0	25	2
O=C(Nc1cccc(NC(=O)c2ccc(Br)o2)n1)c1ccc(Br)o1	1.3	100	-1	-1.0	-7	nt	9	-3	-13	-8
COc1cccc(CC(=O)Nc2cc(C(F)(F)F)ccc2N2CCCC2)c1	1.0	102	-6	-1.2	-4	-1	-1	-2	3	-3

Not all compounds are listed. The share of hits here may be higher or lower than overall.
